# aSyn UTR inh = 5' untranslated region of α-synuclein, MLPCN primary screen | inhibition, % (tested at 7.5 µM) | AID 1813 | alpha-synuclein 5'UTR reporter, inhibitor activity | 300,000 tested, 0.82% active; in the data active = inhibition above about 60%;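 note: H4 neuroglioblastoma cells stably carrying SNCA 5'UTR luciferase fusion; 0% = DMSO wells and 100% = positive control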
# SKKanGAS inh = inhibitors of SKKanGAS S. pyogenes growth in kanamycin (SK-promoter or general growth effect). BacTiter-Glo, 6 h. 300,000 tested, 1.3% active. inhibition, % at 7.5 µM. AID 1662;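 active = mean replicate score, as percent of positive control median, at least 50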;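 note: strain carries kanamycin resistance gene driven by streptokinase promoter and grows in 40 µg/ml kanamycin; loss of luminescence reflects streptokinase promoter inhibition or plain growth inhibition; 0% = median of DMSO wells and 100% = positive control at its reference dose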
# IEC-6 cytotox = counter-screen for KLF5 inhibitors: cytotoxicity in IEC-6 cells; IEC-6 cytotoxicity, luminescence viability; inhibition, % at 5 µM; 290,000 tested, 0.78% active; in the data active = inhibition above about 22%;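 note: 0% = plate median of test compound wells and 100% = cytotoxic reference compound wells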
# AI-2 QS mod = modulates the Vibrio harveyi AI-2 quorum sensing system. Vibrio harveyi JMH597 AI-2 luminescence/OD600 ratio, 9 h; stronger effect = lower value; strain lacks LuxN and CqsS sensors; 0 = neutral-control median. activity change, % at 7.5 µM. 300,000 tested, 0.4% active. AID 2094; in the data active = activity change below about -75%, passing the limit was not always enough;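 note: luminescence divided by OD600 gain over 9 h not by final OD600 alone; inactives centre near 13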
# HSF1 inh = HSF1 inhibition. activity change, negative = inhibition, % at 7.5 µM (by protocol). AID 2098. NIH3T3-HGL HSE-luciferase, MG132-induced, luminescence 8 h; stronger effect = lower value. 300,000 tested, 0.77% active;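 active = more than half of replicate wells show activity change below -50%, luminescence cut by over half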;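 note: luciferase reports HSF-1 transcriptional activity via heat shock element; 0% = median of DMSO wells and -100% = zero luminescence signal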
# HSF1 activator = increases HSF-1 driven luciferase reporter signal; NIH3T3-HGL HSF-1 luciferase reporter, MG132, 8 h; 100% = twice DMSO control signal; activation, % at 9 µM; 300,000 tested, 1.7% active; AID 504408;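 active = mean replicate activation of at least 50% with a set share of replicates each reaching 50%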;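 note: 0% = median of the neutral control wells and 100% = twice that signal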
# Platelet DG rel = platelet dense granule release activity; human platelet-rich plasma, SFLLRN dense granule ATP release, luminescence; inhibition, %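 (compounds screened at 7.5 µM in platelet-rich plasma)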; 300,000 tested, 0.22% active; AID 1663;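 active = mean replicate score, as percent of positive control, at or above 50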
# HIF act = HIF pathway transcriptional activation. AID 1910. 300,000 tested, 0.32% active. U2OS HRE-luciferase reporter, luminescence; normalized: DMSO 0%, desferrioxamine 100%. activation, % at 7.5 µM (by protocol);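 active = mean activation of at least 10% of the iron chelator positive control signal, with at least half of replicates also reaching 10%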
# KLF5 inhibitor = inhibitors of KLF5 expression; 290,000 tested, 0.23% active; DLD-1 KLF5 promoter-luciferase reporter, luminescence; inhibition, % at 5 µM;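 active = inhibition above a per-plate limit of that plate's mean compound inhibition plus 3 SD, cut at about 60% in these data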;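 note: 0% = DMSO wells and 100% = LY294002 at 200 µM; higher means less KLF5 promoter-driven luciferase light; inactives centre near -14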
# HSP90 refold inh = HSP90 refolding inhibition in rabbit reticulocyte lysate. luciferase refolding luminescence, 3 h. 290,000 tested, 0.91% active. inhibition, % at 5.6 µM;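 active = inhibition above the screen-wide mean plus 3 SD, computed separately per campaign, cut at about 16% in these data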;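 note: 0% = DMSO wells and 100% = 60 µM geldanamycin wells; inhibitors lower the luminescence because luciferase stays unfolded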
# * marks the source's active call; other numbers are inactive results; x = not tested or not shown.
# Under each structure: aSyn UTR inh	SKKanGAS inh	IEC-6 cytotox	AI-2 QS mod	HSF1 inh	HSF1 activator	Platelet DG rel	HIF act	KLF5 inhibitor	HSP90 refold inh
O=c1cc(-c2ccncc2)oc2c1ccc1ccccc12
 : -26	-1	-6	5	2	-2	1	-1.1	-24	-4
CCCOc1ccc(NC(=O)C2OC3OC(C)(C)OC3C3OC(C)(C)OC23)cc1 (stereo unspecified)
 : 14	-5	-4	25	-10	23	-1	-0.4	-12	-4
O=S(=O)(c1ccc(SCCO)nc1)N1CCCC1
 : 30	2	5	8	-1	21	-4	-0.4	-2	-3
CC(NC(=O)c1cc2cc(F)ccc2[nH]1)c1ccccc1 (stereo unspecified)
 : -18	4	4	1	1	-9	-2	0.2	-26	-6
CC(C)NC(=O)c1onc(CSc2ccccc2F)c1C(=O)O
 : 19	1	-6	18	2	20	1	-4.9	-71	-3
Cn1c(CSCc2ccc(Cl)cc2)nnc1SCC(=O)Nc1nccs1
 : 7	2	-5	16	-8	-18	1	-0.6	-13	-2
CN(C)Cc1c(O)ccc2occ(C(O)c3ccccc3)c12 (stereo unspecified)
 : -14	4	4	8	3	-15	1	0.2	-33	0
COc1ccc(OC)c(C(C(=O)NC2CCCCC2)N(C(=O)c2ccccn2)c2cccnc2)c1 (stereo unspecified)
 : 10	0	-8	8	3	11	15	-0.2	-27	-5
COc1ccc(CCNC(=S)Nc2ccccc2C)cc1
 : -2	6	6	-1	-2	12	-3	-0.1	-31	-4
CC1CCCN(C(=O)C2CCN(S(=O)(=O)c3ccc4c(c3)CC(C)N4C(=O)C3CC3)CC2)C1 (stereo unspecified)
 : 18	5	-1	10	-68*	-75	1	-0.3	-20	3
c1cc2c(cc1-c1[nH]ncc1CN1C[C@H]3CC[C@H]1C3)OCO2
 : -7	-1	-5	28	-2	1	-2	-0.4	-31	-2
CCc1ccc(NC(=O)CSc2nc3ccsc3c(=O)n2CCC(=O)O)cc1
 : 9	2	0	38	0	5	-2	0.5	-25	3
N#Cc1ccccc1NCc1ccccc1
 : -12	7	2	-2	1	12	15	0.3	-28	1
O=C(CSc1nccn(-c2cccc(F)c2)c1=O)Nc1ccc(Cl)cc1F
 : 5	-1	-10	x	1	11	-1	-1.1	-26	-2
CC(=O)Nc1ccc(NC(=O)C2CCCN2C(=O)Nc2ccccc2[N+](=O)[O-])cc1 (stereo unspecified)
 : 12	3	1	11	-23	-37	9	0.1	-30	-2
CN(C(=O)N1CCN(S(=O)(=O)c2ccccc2)CC1)c1ccccc1
 : 14	3	0	16	-5	-2	1	0.3	-7	1
Cc1occc1C(=O)NNC(=S)NC(=O)COc1ccc(Cl)cc1Cl
 : -41	78*	0	24	2	7	-4	0.3	-47	3
CC1(C(=O)NCc2ccccc2)Oc2ccccc2NC1=O (stereo unspecified)
 : 5	2	-1	25	0	-9	-1	-6.9	-46	2
COc1ccc(NC(=O)c2ccccc2[N+](=O)[O-])cc1OC
 : -3	-7	-6	24	-5	1	-17	-0.1	-8	0
CS(=O)(=O)Nc1ccccc1C(=O)N1CCN(c2ccccc2)CC1
 : -73	-12	-10	17	3	14	-3	0.9	-33	2
CCOC(=O)Cc1csc(NC(=O)CN2CCCCC2)n1
 : 7	6	-4	23	-3	-2	-7	0.3	-1	0
Fc1ccccc1C1c2[nH]c3ccccc3c2CCN1Cc1cccn1-c1ncccn1 (stereo unspecified)
 : 2	-1	-3	11	x	x	15	-0.4	3	-2
O=C(CSc1nnc(Cc2ccccc2)o1)Nc1ccc2c(c1)OCO2
 : -22	-8	10	29	0	18	1	0.2	-16	8
CCN1C(=O)CC(N2CCN(c3cccc(OC)c3)CC2)C1=O (stereo unspecified)
 : 21	-2	-6	12	-4	-3	3	-0.5	-37	-1
CN(CCC#N)C(=O)COC(=O)c1ccccc1OCc1ccccc1Cl
 : -15	1	6	-11	-15	-27	-4	-0.2	-11	1
CC(C)c1ccc(/C=N/NC(=O)c2cc(-c3cccc([N+](=O)[O-])c3)n[nH]2)cc1
 : 0	11	9	-10	4	32	21	-0.4	-2	2
COc1ccc(C(=O)NCCc2cn3ccccc3n2)cc1
 : -1	2	1	11	1	8	16	0.4	-7	-4
COc1ccc(CC(=O)Nc2nc(-c3ccc(F)c(F)c3)cs2)cc1
 : -41	12	-4	-44	0	9	2	-0.5	-8	-4
CC(C)(C)C(=O)/C=c1\s/c(=C\c2ccc(-c3ccc([N+](=O)[O-])cc3)o2)c(=O)n1CC(=O)NC(N)=O
 : -20	19	1	16	-9	1	-1	-0.1	5	-1
CC1CCN(S(=O)(=O)c2ccc3c(c2)c(=O)c(C(=O)N2CCCCC2)cn3C)CC1
 : 10	2	5	23	-6	9	-1	-0.4	13	5
Cc1ccc(SCc2[nH]nc3c2C2(CCSCC2)C(C#N)=C(N)O3)cc1
 : -2	-5	1	-4	6	30	0	-0.2	-17	6
CCN(CC)c1ccc(NC(=O)CN2CCN(CC(=O)Nc3ccccc3OC)CC2)cc1
 : 11	4	-8	22	5	24	-1	-0.7	-32	-2
CC(C)(C)NCC(O)COc1ccc(Br)cc1 (stereo unspecified)
 : -1	-9	-2	2	-6	13	5	-0.3	9	-4
CC(C)(C)OC(=O)CN1C(=O)NC(Cc2c[nH]c3ccccc23)C1=O (stereo unspecified)
 : -16	4	7	10	6	5	5	-1.6	-14	-1
C/C(=N/NC(=O)CCc1c(C)n[nH]c1C)c1cccc([N+](=O)[O-])c1
 : -7	6	7	25	3	13	12	-2.8	-29	4
CC1=CC2=C(OC1N(C)C)c1cccc3cccc(c13)C2=O (stereo unspecified)
 : 6	-3	-1	54	35	63*	-2	-0.6	-5	1
CC(=O)Oc1cccc(-c2nc3ccccc3c(=O)o2)c1
 : -20	-12	-4	20	1	10	2	-0.4	-23	-3
CCOC(=O)c1cc(-c2ccccc2)sc1NC(=O)C(C)C
 : 41	-4	2	31	-8	10	-14	-0.3	7	0
COc1cccc(/C=C2/SC(=S)N(CC(=O)NNC(=O)c3ccccc3O)C2=O)c1
 : -9	98*	-4	10	-4	28	-7	0.1	20	5
COc1ccccc1NC(=S)NCC1CCC(CNC(=S)Nc2ccccc2OC)CC1 (stereo unspecified)
 : 11	3	-9	5	0	9	3	-0.7	5	0
Brc1ccc(CSc2ncnc3nc[nH]c23)cc1
 : 0	-1	-3	18	0	17	27	0.4	-11	-4
O=C(CN(c1ccccc1)S(=O)(=O)c1ccc(Cl)cc1)Nc1ccccc1C(=O)N1CCCC1
 : 16	2	4	25	0	4	5	0.0	6	3
COc1cc(OC)c(-c2nn3c(C4CCCCC4)nnc3s2)cc1OC
 : 49	0	8	29	2	-6	4	-0.6	1	0
N#C/C(=C(/O)COc1ccc(Br)cc1)c1nnc2n1CCCCC2
 : 3	-4	-3	-3	-4	-4	-12	-15	-10	-3
Cc1ccc(C(=O)Oc2cc(-c3ccccc3)no2)cc1
 : -8	2	1	10	-3	5	-3	-0.1	-25	-2
CCOc1ccccc1/C=C(\C#N)C(=O)NC1CC1
 : -10	-2	x	19	-2	-8	4	0.3	x	x
O=C(NCc1ccc2c(c1)OCO2)C1CC(c2ccccc2O)=NO1 (stereo unspecified)
 : -17	-12	-3	-2	-9	-5	-14	-0.1	8	4
CCC1=[N+](CC(=O)c2ccc(C)cc2)CCn2cccc21
 : -123	3	2	x	32	51*	-1	0.8	1	-1
CCOC(=O)C1=C(C)NC(C)=C(C(=O)OC)C1c1ccco1 (stereo unspecified)
 : 3	-15	4	-8	6	28	1	1.6	-27	8
COc1ccc(C2=NOC(C(=O)N3CCCc4ccccc43)C2)cc1 (stereo unspecified)
 : -19	2	-8	5	-5	12	-3	1.1	-53	-5
Cc1cc(C)cc(C(=O)Nc2cc3c4c(c2)CC(=O)N4CCC3)c1
 : -4	-4	x	3	0	-2	1	1.4	x	x
COc1ccc(CCNC(=O)CC2Oc3ccc(Cl)cc3NC2=O)cc1OC (stereo unspecified)
 : 22	-4	2	26	0	5	8	-0.4	-20	-3
N#Cc1cc(NC(=O)c2ccc(F)cc2)c(=O)n2c1[nH]c1ccccc12
 : 19	19	1	28	-5	-11	1	0.6	-15	-4
O=C(O)c1c2c(nc3ccc(S(=O)(=O)N4CCC(C(=O)NCc5ccc(Cl)cc5)CC4)cc13)CCCC2
 : 3	-22	-6	-3	16	47	-7	x	-39	3
CCOC(=O)C1NN=C(C(=O)c2ccc(C)cc2)C1c1ccc(C)cc1 (stereo unspecified)
 : -19	0	2	8	9	14	-6	-0.2	-25	-4
Cn1c(SCC(=O)N2CCc3ccccc3C2)nnc1-c1ccncc1
 : 3	-7	-4	8	2	11	2	0.1	-44	-5
Cc1cccc(NC(=O)Cc2ccc(-c3ccccc3)cc2)n1
 : -3	17	-2	7	1	-1	-8	0.2	-6	-6
Cc1ccc(-c2ccc(=O)n(CC(=O)NCCCN3CCCCC3)n2)cc1
 : 5	10	-1	8	x	x	-7	0.2	0	-2
COc1ccc(S(=O)(=O)NCC(=O)NCc2cc(=O)n(C)c(=O)n2C)cc1
 : 13	-1	0	-11	-2	-7	0	0.0	-20	-1
CC(C)(CNC(=O)Cc1ccc(Br)cc1)N1CCOCC1
 : 18	1	4	10	-3	-2	3	-0.2	-16	0

# More compounds:
# Under each structure: aSyn UTR inh	SKKanGAS inh	IEC-6 cytotox	AI-2 QS mod	HSF1 inh	HSF1 activator	Platelet DG rel	HIF act	KLF5 inhibitor	HSP90 refold inh
CC(C)=CC1C(C(=O)NCCOc2ccccc2)C1(C)C (stereo unspecified)
 : 9	1	-3	15	-1	10	-1	-0.6	-24	2
CCOc1ccc(NC(=O)CSc2ncn[nH]2)cc1
 : -33	0	-3	14	2	6	16	1.0	-25	-6
Cc1cc(CNC(=O)c2cc(COc3c(F)cccc3F)on2)nn1C
 : 13	-1	-4	-6	3	-7	3	-0.1	-23	-1
O=C1CCC(=O)N1c1ccc(-c2nc3sc4c(c3c(=O)o2)CCC4)cc1
 : 4	3	-2	6	1	7	-4	-0.5	-5	2
CC(C)CCN1CCN(Cc2coc3ccccc3c2=O)CC1CCO (stereo unspecified)
 : 3	-3	1	9	6	9	-3	-0.8	-1	1
CC(=O)Oc1ccc(NC(=O)CSc2ccccc2)cc1
 : -45	-2	-1	19	2	10	-4	1.8	-32	-4
S=c1[nH]nc(CNc2ccc(Cl)cc2)n1Cc1ccccc1
 : 10	3	-6	18	14	14	-1	1.4	-26	3
CC(C)(C)C(=O)COC(=O)c1cc(-c2cccnc2)nc2ccccc12
 : -40	-11	0	16	-6	-6	-4	0.0	-20	-1
CCOC(=O)C1CCN(C(=O)c2cc(OCC)c(OCC)c(OCC)c2)CC1
 : 20	-1	0	7	2	1	1	-0.8	-13	1
COc1cccc(Sc2ccccc2CN(C)C)c1
 : -1	4	-8	9	-3	-7	-26	0.2	-16	0
O=C(CCCN1C(=O)c2ccccc2C1=O)NCCN1C(=O)S/C(=C\c2cccs2)C1=O
 : 12	2	3	-3	-6	-18	0	-0.3	-10	5

# Record cards (already shown). Order of values: aSyn UTR inh | SKKanGAS inh | IEC-6 cytotox | AI-2 QS mod | HSF1 inh | HSF1 activator | Platelet DG rel | HIF act | KLF5 inhibitor | HSP90 refold inh
# Record of `S=c1[nH]nc(CNc2ccc(Cl)cc2)n1Cc1ccccc1` = 10 | 3 | -6 | 18 | 14 | 14 | -1 | 1.4 | -26 | 3
# Record of `CC(C)CCN1CCN(Cc2coc3ccccc3c2=O)CC1CCO` (stereo unspecified) = 3 | -3 | 1 | 9 | 6 | 9 | -3 | -0.8 | -1 | 1

# Bioassay records as filed in PubChem BioAssay.

# An unsorted share of the library, and some 6% of all compounds hit somewhere here.
